Screening data deposited in PubChem by National Center for Advancing Translational Sciences (NCATS).
GAA glycogen: alters human alpha-glucosidase cleavage of glycogen; P10253; AID 2100; recombinant GAA, glycogen substrate, Amplex Red glucose oxidase fluorescence; Potency, µM (series often up to 76.4 µM), for inactives: top-dose activity change, negative = inhibition, most hits filed as inhibitors; 300,000 compounds, 0.38% hits; active = well fitted inhibition curve with a large enough effect; inconclusive = small, poorly fitted or top-dose-only effect, or another doubt; inactive = no such curve, though single readings can be large or run the other way;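 note: 0% = full enzyme reaction and -100% = no-enzyme basal signal; the screen sought inhibitors and activators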
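Recombinant enzyme (4 nM final) with compounds titrated up to 77 uM and bovine liver glycogen (30 ug) in citrate pH 5.0, 0.01% Tween-20, 37 C 40 min. Released glucose detected by Amplex Red/glucose oxidase (Ex 573/Em 610); AC50 from Hill fits.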
An asterisk follows results filed as active; ? = inconclusive; [ ] = dose if it differs, or a comment. Potency is the fitted concentration of half-maximal effect.

CN=C1S/C(=C\c2ccc(O)c(Br)c2)C(=O)N1C
  GAA glycogen: 3.4%

COc1ccc(C2NC(=O)CCC2[N+](=O)[O-])c(OC)c1 (configuration not stated)
  GAA glycogen: 1.1%[76.3 µM]

COc1ccccc1CNC(=O)C(=O)NCC1OCCN1S(=O)(=O)c1ccccc1 (configuration not stated)
  GAA glycogen: 4.5%[76.3 µM]

Cc1ccc(C)c(N2CCN(C(=O)Cn3c(=O)oc4cc(S(=O)(=O)N5CCCC5)ccc43)CC2)c1
  GAA glycogen: 9.1%[76.3 µM]

O=[N+]([O-])c1ccc(N2CCN(c3ccc(F)cc3)CC2)cn1
  GAA glycogen: -0.5%

COCC(C)NC(=O)c1ccc2c(c1)S(=O)(=O)c1ccccc1C2=O (configuration not stated)
  GAA glycogen: -0.8%[76.3 µM]

COc1cc(NC(=O)COCc2cc(-c3ccc4c(c3)OCO4)on2)c(OC)cc1Cl
  GAA glycogen: -8.4%[76.3 µM]

N/C(=N\N=C/c1ccc(F)cc1)N/N=C\c1ccc(F)cc1
  GAA glycogen: -3.6%[76.3 µM]

O=C(CC1C(=O)NCCN1CC1CCCCC1)NCCCN1CCOCC1 (configuration not stated)
  GAA glycogen: 0.0%[76.3 µM]

COc1ccc(CC(=O)Nc2ccccc2-c2ccccc2)cc1OC
  GAA glycogen: 1.2%[76.3 µM]

COCC(=O)N1CCC(Oc2ccc(C(=O)N3CCCCC3COC)cc2)CC1 (configuration not stated)
  GAA glycogen: -3.6%[76.3 µM]

CCCCOC(=O)c1ccc(NC(=O)c2csnn2)cc1
  GAA glycogen: -7.2%[76.3 µM]

CCOc1ccccc1NC(=O)Nc1nnc(N2CCCCCC2)s1
  GAA glycogen: 1.2%[76.3 µM]

COCCNC(=O)CSc1nc2sccc2c(=O)n1-c1ccccc1
  GAA glycogen: 16.2%[76.3 µM]

O=C(CNc1ccc2ccccc2c1)N/N=C/c1ccncc1
  GAA glycogen: 16.7%

CCC(=O)c1ccc(OC(=O)/C=C/c2cc(OC)c(OC)c(OC)c2)cc1
  GAA glycogen: 0.4%[76.3 µM]

COc1ccc(C)cc1NC(=O)C(C)N1CCOCC1 (configuration not stated)
  GAA glycogen: -1.6%[76.3 µM]

Cc1ncc([N+](=O)[O-])n1S(=O)(=O)c1cc(Br)ccc1Br
  GAA glycogen: -4.5%[76.3 µM]

Cc1nnc(NC(=O)C23CC4CC(CC(C4)C2)C3)s1
  GAA glycogen: 5.0%

CCOC(=O)CNC(=O)CSc1nnc(NC(=O)c2ccc(S(=O)(=O)N3CCOCC3)cc2)s1
  GAA glycogen: -3.3%[76.3 µM]

CCc1ccc(NC(=O)Cn2c(=O)n(Cc3ccco3)c(=O)c3oc4ccccc4c32)cc1
  GAA glycogen: 13.7%[76.3 µM]

CC1CC(C)CN(CCCNS(=O)(=O)c2cc(Br)cc3c2N(C(=O)C2CC2)CC3)C1 (configuration not stated)
  GAA glycogen: 9.0%

Cc1cn2c(=O)c(S(=O)(=O)NCc3ccc(F)cc3)c(C)nc2s1
  GAA glycogen: 15.5%[76.3 µM]

COc1cc(NC(=O)C(CCS(C)(=O)=O)N2Cc3ccccc3C2=O)cc(OC)c1OC (configuration not stated)
  GAA glycogen: 8.8%[76.3 µM]

COc1ccc2cc(C(C)C(=O)N3CCC(C)CC3)ccc2c1 (configuration not stated)
  GAA glycogen: -3.5%[76.3 µM]

CCOc1ccccc1NS(=O)(=O)c1ccc2[nH]c(=O)ccc2c1
  GAA glycogen: 0.9%

COc1cc2nc(N3CCN(c4cc(C)ccc4C)CC3)nc(N)c2cc1OC
  GAA glycogen: -4.5%

COc1ccc(Cl)cc1C(=O)Nc1cccnc1
  GAA glycogen: -10.2%[76.3 µM]

Cc1ccc(CNC(=O)Cn2nc(C)n3cccc3c2=O)cc1
  GAA glycogen: -1.9%[76.3 µM]

CCOC(=O)c1ccc(NC(=O)CCc2nnc3ccc(N4CCN(C)CC4)nn23)cc1
  GAA glycogen: 0.8%[76.3 µM]

CCOC(=O)C1CCN(C(=O)CN2C(=O)CSc3ccc(S(=O)(=O)N4CCOCC4)cc32)CC1
  GAA glycogen: -12.7%[76.3 µM]

CN(CCCC(=O)Nc1ccc(Br)cc1F)S(=O)(=O)c1ccccc1
  GAA glycogen: -11.1%[76.3 µM]

COCCNc1oc(Cc2cccc3ccccc23)nc1C#N
  GAA glycogen: -26.2%[76.3 µM]

CC1=NN(C(N)=S)C(=O)C1N=Nc1cccc(Cl)c1C (configuration not stated)
  GAA glycogen: -11.7%[76.3 µM]

Cc1c(NS(=O)(=O)c2cc(C(=O)NCCN(C)C)ccc2Cl)c(=O)n(-c2ccccc2)n1C
  GAA glycogen: 4.8%

CS(=O)(=O)N1CCN(c2ccccc2NC(=O)Nc2cccc(Cl)c2)CC1
  GAA glycogen: 16.5%[76.3 µM]

Cc1cc(NC(=O)c2ccc(NC(=O)C3CCCO3)cc2)ccc1Br (configuration not stated)
  GAA glycogen: 5.8%[76.3 µM]

CCN(c1cccc(C)c1)S(=O)(=O)c1ccc2c(c1)NC(=O)CCS2
  GAA glycogen: 0.8%[76.3 µM]

Cc1ccc(NC(=O)CSc2nnc(C3CC3)n2CC2CCCO2)c(C)c1 (configuration not stated)
  GAA glycogen: 5.7%

COc1cccc(CNC(=O)CCn2c(=O)c3cccn3c3cccnc32)c1OC
  GAA glycogen: -10.8%[76.3 µM]

CS(=O)(=O)N1CCc2cc(C(=O)Nc3ccc(O)cc3)ccc21
  GAA glycogen: ?

CC(C)CCN1C(=O)c2ccc(C(=O)Nc3cc(C(=O)O)cc(C(=O)O)c3)cc2C1=O
  GAA glycogen: -7.9%[76.3 µM]

CCN(C(=O)COC(=O)c1c(-c2ccccc2)noc1C)c1c(N)n(Cc2ccccc2)c(=O)[nH]c1=O
  GAA glycogen: -5.7%[76.3 µM]

COc1cccc(-c2nc(NC3CCCC3)c3ccccc3n2)c1O
  GAA glycogen: 3.0%

Cc1ccc(-c2nc(NCCCO)c3ccccc3n2)cc1
  GAA glycogen: -12.0%[76.3 µM]

COc1ccc(Cl)cc1-n1c(=S)sc2c(=O)[nH]c(SCC(=O)NCCC(C)C)nc21
  GAA glycogen: 1.2%

O=C(c1ccccc1)N1N=C(C(F)(F)F)CC1(O)c1ccccc1O (configuration not stated)
  GAA glycogen: -4.3%[76.3 µM]

Cc1cc(=O)oc2cc3c(cc12)OCO3
  GAA glycogen: 4.5%

CCOCCCn1c(SCC(=O)Nc2ccccc2OC)nc2ccccc2c1=O
  GAA glycogen: 5.1%[76.3 µM]

CC(C)OCCCNC(=O)[C@H]1N2C(=O)c3ccccc3C2SC1(C)C (some centres not stated)
  GAA glycogen: 4.3%

CC1CN(C(=O)N2CCC(C(=O)NCCCc3ccccc3)CC2)c2ccccc2O1 (configuration not stated)
  GAA glycogen: ?

CCOC(=O)C1CCN(S(=O)(=O)c2cn(C)cn2)CC1
  GAA glycogen: -1.2%[76.3 µM]

CCC(=O)N1CCN(c2nnc(-c3ccccc3)c3ccccc23)CC1
  GAA glycogen: -11.4%

COc1ccc(CNS(=O)(=O)c2cc(-c3cc(C)no3)ccc2C)cc1OC
  GAA glycogen: -4.6%[76.3 µM]

COc1cc(/C=C/c2ccc3cccc(O)c3n2)cc(Br)c1OC
  GAA glycogen: 3.3%

Cc1cc(C)cc(NC(=O)CCCN2C(=O)C(c3ccccc3)Oc3cccnc32)c1 (configuration not stated)
  GAA glycogen: -5.7%[76.3 µM]

COc1ccc(CNC(=O)C2CCCN(S(=O)(=O)c3ccc4c(c3)C(C)(C)C(=O)N4C)C2)cc1 (configuration not stated)
  GAA glycogen: 9.0%[76.3 µM]

COc1ccccc1OCCn1cc(C(=O)C(C)C)c2ccccc21
  GAA glycogen: -1.6%[76.3 µM]

CCn1c(CN2CCCCC2)nc2cc(NC(=O)c3ccccc3[N+](=O)[O-])ccc21
  GAA glycogen: -7.6%[76.3 µM]

C=Cc1ccc(Cn2nc(-c3ccccc3)ccc2=O)cc1
  GAA glycogen: -3.6%

COc1cccc(C2/C(=C(/O)c3ccc4c(c3)CC(C)O4)C(=O)C(=O)N2c2nnc(C)s2)c1 (configuration not stated)
  GAA glycogen: -7.8%[76.3 µM]

CC1CC(C)CN(S(=O)(=O)c2ccc3c(c2)oc(=O)n3CC(=O)N(C)Cc2ccccc2)C1 (configuration not stated)
  GAA glycogen: 6.6%[76.3 µM]

NC(=O)C1c2ccccc2Oc2ccccc21
  GAA glycogen: 1.9%

CCCCn1nc(C(=O)NNC(=O)c2ccncc2)c2ccccc2c1=O
  GAA glycogen: -3.2%[76.3 µM]

CN(C(=O)c1cc2ccccc2cc1O)C1CCCCC1
  GAA glycogen: 1.4%[76.3 µM]

O=C1CS/C(=N/N=C/c2ccccc2)N1c1ccc(O)cc1
  GAA glycogen: -8.7%[76.3 µM]

CC(=O)c1c(C)n(-c2ccc(Br)cc2)c2ccc(O)cc12
  GAA glycogen: 2.1%[76.3 µM]

COc1ccc(CCNS(=O)(=O)CC23CCC(CC2=O)C3(C)C)cc1OC (configuration not stated)
  GAA glycogen: -0.7%[76.3 µM]

CC(=O)NS(=O)(=O)c1ccc(N2C(=O)CC(Sc3nccc(C)n3)C2=O)cc1 (configuration not stated)
  GAA glycogen: 11.2%[76.3 µM]

Nc1nc(NCC(=O)O)nc(N2CCCCCC2)c1[N+](=O)[O-]
  GAA glycogen: 3.2%

CC(C)[C@H](NC(=O)N1CC(=O)Nc2ccccc21)C(=O)N[C@@H](Cc1ccccc1)C(=O)O
  GAA glycogen: 12.8%[76.3 µM]

COC(=O)N1C(=O)[C@@](c2ccccc2)(C2CCCCC2)N1C(=O)OC
  GAA glycogen: 7.6%[76.3 µM]

C/C(=N/N=C(\C)c1ccccc1O)c1ccccc1O
  GAA glycogen: -2.0%

CCCNC(=O)COc1coc(CN2CCN(c3ccccc3F)CC2)cc1=O
  GAA glycogen: -3.0%[76.3 µM]

CCOc1ccc(-c2cnc(NCc3cccc4ccccc34)n2CCOC)cc1
  GAA glycogen: ?

CC1CCCCC12NC(=O)N(CC(=O)OCC(=O)c1ccc(OC(F)F)cc1OC(F)F)C2=O (configuration not stated)
  GAA glycogen: -10.1%[76.3 µM]

COc1cc(C(=O)NCC2(c3ccccc3)CCCC2)ccc1OC(C)C
  GAA glycogen: 3.3%

COc1cc(C2NC(=O)NC(C)=C2C(=O)OCc2ccc(C)cc2)cc(OC)c1OC (configuration not stated)
  GAA glycogen: 6.0%[76.3 µM]

CCCCOc1cccc(C(=O)N(Cc2cccs2)c2ccc(OC)cc2)c1
  GAA glycogen: -6.5%[76.3 µM]

Cc1cccc(-c2ocnc2C(=O)N2CCN(C(=O)c3cccs3)CC2)c1
  GAA glycogen: 0.2%

COc1ccc(C(=O)N(CCc2ccccc2)Cc2ccccc2)c(OC)n1
  GAA glycogen: 0.2%

COc1ccc(CNC(=O)[C@H](Cc2ccccc2)NC(=O)C2CCN(C(=O)[C@H](C)N)CC2)cc1
  GAA glycogen: 9.5%[76.3 µM]

COc1ccc(CNC(=O)CSc2nnc3c(n2)[nH]c2ccc(C)cc23)cc1
  GAA glycogen: -2.2%

Cc1ccc(C(=O)C2CCN(CC(=O)Nc3ccccc3C)CC2)cc1
  GAA glycogen: 4.9%

COc1ccc(OCC(O)CNS(=O)(=O)c2ccc(NC(C)=O)cc2)cc1 (configuration not stated)
  GAA glycogen: 1.1%[76.3 µM]

Cc1ccc(S(=O)(=O)N2CCN(C(=O)c3ccc(Br)o3)CC2)c(C)c1
  GAA glycogen: 0.3%

Cc1ccc(C(C(=O)NC2CCCC2)N(C(=O)CNC(=O)c2ccco2)c2ccccc2)o1 (configuration not stated)
  GAA glycogen: -1.8%

CCc1nn2c(N3CCOCC3)cc(C)nc2c1-c1ccccc1
  GAA glycogen: 1.5%

O=C(O)/C=C/c1ccc(S(=O)(=O)Nc2ccccc2C(=O)Nc2ccc(F)cc2)cc1
  GAA glycogen: -13.1%

CC(C)(C)NC(=O)C(c1ccc(O)cc1)N(C(=O)CCC(=O)Nc1ccccn1)c1ccc(F)cc1 (configuration not stated)
  GAA glycogen: 2.4%

Cc1cc(NC(=O)c2ccc(Cn3cc([N+](=O)[O-])cn3)o2)no1
  GAA glycogen: 1.6%[76.3 µM]

O=S(=O)(N1CCOCC1)N1CCOCC1
  GAA glycogen: 0.3%[76.3 µM]

COc1ccc(CNC(=O)C2CCN(C(=O)N3CC(C)Oc4ccc(C)cc43)CC2)cc1 (configuration not stated)
  GAA glycogen: -2.0%[76.3 µM]

COc1cc(/C=N/NC(=O)c2ccncc2)ccc1OC(=O)c1cccc(F)c1
  GAA glycogen: -13.8%[76.3 µM]

COc1ccc(N2CCN(C(=O)COc3ccc(S(=O)(=O)N4CCOCC4)cc3C)CC2)cc1
  GAA glycogen: -5.1%[76.3 µM]

Cc1nc(-c2ccc([N+](=O)[O-])cc2)nc2[nH]ccc(=O)c12
  GAA glycogen: -9.8%

CCOC(=O)c1sc2c(c1C)c(=O)n(CCO)c(=O)n2Cc1ccccc1
  GAA glycogen: 0.0%

CCCc1nc(SCC(=O)O)c2sc(=S)n(-c3ccccc3)c2n1
  GAA glycogen: -0.8%

Cc1ccc2c(=O)cc(C(=O)NCCc3ccc(S(N)(=O)=O)cc3)oc2c1C
  GAA glycogen: -3.7%

CCN(CC)S(=O)(=O)c1ccc2oc(Nc3ccccc3)nc2c1
  GAA glycogen: ?

Cc1n[nH]c(=O)c2c1nnn2Cc1ccc(F)cc1
  GAA glycogen: 7.4%

Cc1nc2nc(SCC(=O)NCCCN3CCCC(C)C3)nn2c(C)c1Cc1ccccc1Cl (configuration not stated)
  GAA glycogen: -0.3%[76.3 µM]

CCOc1ccc(Nc2ncnc3c2cnn3C)cc1
  GAA glycogen: -4.4%[76.3 µM]

Some of the compounds tested, so the mix of outcomes need not match the whole.
